IDE inh – inhibitors of human insulin-degrading enzyme in cells; P14735; HEK cells, FAbetaB cleavage, fluorescence polarization; inhibition, % at 5.59 µM; actives 0.41% (n = 320,000);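 active = percent inhibition above the average of all tested compounds plus 3 SD, set per screening campaign, cut at about 16% in these data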;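 also: IDE supplied by intact live HEK cells; FP after avidin binding of uncleaved biotin substrate so inhibition keeps polarization high; 0% = DMSO wells and 100% = 60 µM reference IDE inhibitor Ii1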
CRFR2-BP antag – blocks CRF-induced signaling of the CRF-BP/CRF-R2 complex. HEK293 CRF-R2/CRF-BP, CRF-induced calcium fluorescence. inhibition, % at 11.8 µM. actives 0.59% (n = 350,000). AID 588475;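 active = inhibition of the ligand-induced calcium signal above about 50% at the single tested concentration, limit read from the data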
GalR3 antag – human GalR3 antagonism; AID 651719; O60755; actives 0.44% (n = 360,000); inhibition, % at 3 µM; HEK293 GalR3-CNG cAMP membrane potential fluorescence; galR3 body fused to GalR1 C-terminus;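 active = inhibition above the screen-wide average plus 3 SD, cut at about 13% in these data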;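 also: forskolin and galanin both at EC90 stimulate the cells; cAMP rise reported by CNG channel membrane potential dye signal; 0% = forskolin plus galanin with DMSO and 100% = forskolin alone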
Target sequence (O60755 1-299 limits assumed): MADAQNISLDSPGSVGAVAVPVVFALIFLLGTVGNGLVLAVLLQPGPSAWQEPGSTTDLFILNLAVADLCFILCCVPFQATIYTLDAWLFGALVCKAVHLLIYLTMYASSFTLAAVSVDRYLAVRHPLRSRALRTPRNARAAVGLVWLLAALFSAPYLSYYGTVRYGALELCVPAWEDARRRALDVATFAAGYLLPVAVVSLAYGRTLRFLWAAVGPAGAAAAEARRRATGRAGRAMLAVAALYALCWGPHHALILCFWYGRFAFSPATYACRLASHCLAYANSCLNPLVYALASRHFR
VIM-2 inhibitor – inhibitors of Pseudomonas aeruginosa VIM-2 metallo-beta-lactamase; purified VIM-2, nitrocefin hydrolysis, epi-absorbance fluorescence; inhibition, % at 5.6 µM; actives 0.89% (n = 290,000);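 active = inhibition above the mean of all tested compounds plus 3 SD, cutoff set per screening run, cut at about 7.5% in these data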;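 also: red hydrolysis product quenches plate fluorescence so inhibitors raise well fluorescence; 0% = enzyme with DMSO and 100% = DMSO without enzyme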
IMP-1 inhibitor – inhibitors of Pseudomonas aeruginosa IMP-1 metallo-beta-lactamase; purified IMP-1, nitrocefin hydrolysis, epi-absorbance fluorescence; inhibition, % at 5.6 µM; actives 0.45% (n = 290,000);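 active = inhibition above the mean plus 3 SD of all compounds in the same screening run, cut at about 4.5% in these data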;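 also: 0% = IMP-1 with DMSO and 100% = DMSO wells lacking enzyme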
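system = purified recombinant IMP-1 beta-lactamase | amount = 0.2 nM IMP-1, as dispensed | medium = HEPES buffer pH 7.1 with ZnSO4 and Brij 35 | times = 25 °C, 15 min preincubation, 25 min reaction | detection = plate fluorescence quenching by hydrolysis product, ex 480/em 530 nm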
IDE act – activators of human insulin-degrading enzyme in cells. P14735. HEK cells, FAbeta-B cleavage, fluorescence polarization; 0% vehicle, 100% cell-free pure enzyme wells. actives 0.073% (n = 340,000). activation, % at 5.96 µM;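 active = activation above the mean of all tested compounds plus 3 SD, set per screening campaign, cut at about 17% in these data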
NS3 helicase inh – HCV NS3 helicase inhibition; NS3 helicase DNA unwinding, Cy5 molecular beacon fluorescence; inhibition, % at 10.9 µM; actives 0.56% (n = 290,000); AID 1800;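 active = inhibition above the mean of all tested compounds plus 3 SD, set per campaign, cut at about 35% in these data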;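 also: 0% = DMSO wells and 100% = thioflavine S control wells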
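Material: hepatitis C virus NS3 helicase domain fragment enzyme; measured by: Cy5 fluorescence, 0 and 60 min reads; control set: DMSO and thioflavine S; incubation: 60 min unwinding reaction at 25 °C after ATP addition; read-out basis: % inhibition from 60/0 min fluorescence ratio, DMSO 0%, thioflavine S 100%; repeats: singlicate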
SUMO HTRF inh – blocks human SUMOylation mediated by UBC9; inhibition, % at 35 µM; HTRF SUMOylation assay, SAE1/SAE2 + UBC9, in vitro; P63279; actives 0.36% (n = 290,000); AID 2006; in the data active = inhibition above about 50%, passing the limit was not always enough; also: strong numbers were not always called active
Target sequence (P63279 whole entry, looked up): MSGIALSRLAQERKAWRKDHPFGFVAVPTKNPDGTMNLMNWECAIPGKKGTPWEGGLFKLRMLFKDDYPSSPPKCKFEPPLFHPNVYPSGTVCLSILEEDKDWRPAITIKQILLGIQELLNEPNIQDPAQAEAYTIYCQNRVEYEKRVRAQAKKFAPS
p-CIP stab down – p/CIP protein destabilization; Q05BA5; F442A p/CIP-EGFP cells, EGFP fluorescence, 16 h; decrease of EGFP signal, % at 10 µM; actives 0.01% (n = 290,000); AID 1984;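 active = EGFP signal decrease of at least 30% at 10 µM or well 3 SD below plate mean, unless failing retest; inactive = the rest, including hits failing retest or dose response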; also: some compounds called inactive have numbers as strong as hits; many of its hits are not listed in these tables
The depositor's hits bear a star; . = no result given.

SMILES	IDE inh	CRFR2-BP antag	GalR3 antag	VIM-2 inhibitor	IMP-1 inhibitor	IDE act	NS3 helicase inh	SUMO HTRF inh	p-CIP stab down
Cc1ccc(Cl)cc1N1CCN(C(=O)CN(C2CCCCC2)S(C)(=O)=O)CC1	-5	8	-8	0.6	-3.4	3	-9	-11	-8
COC(=O)c1ccc(COc2cc(C)ccc2C)o1	-4	5	-8	0.6	-1.3	4	-5	-14	7
CC[C@H](C)[C@H](NC(=O)OCc1ccccc1)C(=O)OCC(=O)N(C)CC(=O)Nc1ccccc1Cl	-1	-10	-3	.	.	9	.	.	.
C=CCn1c(SCc2nc3ccccc3c(=O)[nH]2)nc2sc3c(c2c1=O)CCCC3	-8	-1	.	-4.1	-4.0	.	-2	8	-12
CC1CC(C)CN(c2ccc([N+](=O)[O-])nc2)C1 (centres undefined)	-7	16	-6	-1.4	-1.5	4	7	1	8
Cc1ccc(Cn2c(SCC(C)C)nc3c2c(=O)n(C)c(=O)n3C)cc1	0	-14	-1	1.2	-1.1	-2	-4	10	-10
COc1ccc(N2C(=O)CC(S/C(N)=N/N=C(\C)c3cccs3)C2=O)cc1 (centres undefined)	0	-34	-5	-3.3	-3.1	1	-12	-18	3
O=C(N1CCCCCC1)N1CCN(C(=O)N2CCOCC2)CC1	6	-1	-1	-3.1	-2.2	6	-1	0	5
O=C(CCNC(=O)C1CCN(S(=O)(=O)c2ccc(F)cc2)CC1)NCCc1cccc(F)c1	2	-15	3	-1.5	-1.9	2	-9	8	-7
O=C(O)CSc1nnc(-c2ccc(Cl)cc2Cl)n1-c1ccc(Cl)cc1	7	5	-6	-1.7	-3.8	5	10	1	-2
O=C(NCc1cccs1)c1ccc([N+](=O)[O-])cc1	-3	20	0	-1.8	-4.6	-3	-7	-5	-1
O=C1OC(NC(=O)c2ccccc2)C(n2cc(CO)nn2)=C1Cl (centres undefined)	0	3	-2	-3.2	0.5	-2	4	14	-13
O=C1c2ccccc2NC(c2ccccc2)N1CCCN1CCOCC1 (centres undefined)	-8	-5	0	-2.7	-3.7	5	-20	-1	-13
COc1ccc(NC(=O)CSCC(=O)N(C)Cc2c(F)cccc2Cl)cc1	3	9	-1	.	.	4	.	.	.
CC(C)OCCCNC(=O)c1ccc2c(c1)ncn2C1CCCC1	0	31	2	-1.9	-0.7	7	-1	9	-9
O=C(CCc1ccccc1)Nc1ccc(NC(=O)C2CCCCC2)nc1	0	-20	0	-3.4	-1.4	4	-9	6	-11
CCSCc1nnc(SCC(=O)Nc2nccs2)n1CC	5	5	1	-1.7	-1.3	0	-2	10	-4
CNc1nnc(SCC(=O)c2cc(C)n(C3CC3)c2C)s1	5	1	-2	.	.	-4	.	.	.
Cc1ccc(N(C(=O)c2ccc3c(c2)OCO3)C2C=CS(=O)(=O)C2)cc1C (centres undefined)	3	-5	-2	0.0	-1.3	-5	-4	19	-9
O=C(/C=C/c1ccccc1)Nn1cnnc1	2	-7	-4	-1.0	-2.5	5	20	25	-5
O=C(CSc1nnnn1-c1ccc(F)cc1)NC1CCCCC1	0	-1	2	-0.7	-1.6	4	0	11	-19
N#C/C(=C(/O)COC(=O)c1ccccc1O)c1nc2ccccc2s1	-4	45	-3	-2.9	-0.7	-6	9	17	5
O=C(c1ccc(=O)[nH]n1)N1CCN(S(=O)(=O)c2ccccc2F)CC1	10	-20	-8	.	.	-41	.	.	.
CCCN1CCN(CCCNC(=O)c2ccc(CS(=O)c3ccccc3C)o2)CC1 (centres undefined)	-2	6	-5	-2.1	-2.0	3	4	2	-1
COc1ccc(-c2nc(CSCC(=O)NCC3CCCO3)c(C)o2)cc1OC (centres undefined)	-1	4	-4	-2.5	-2.3	7	7	20	-22
Cc1cccc(N2CC(C(=O)Nc3nnc(SCC(=O)N4CCOCC4)s3)CC2=O)c1 (centres undefined)	-1	-5	-3	-2.5	-1.7	6	13	14	-36
CCOC(=O)C/C(C)=N/NC(=O)CNc1cccc(Cl)c1C	-1	0	2	-3.3	-3.1	4	1	-13	6
COc1ccc(C2C(C(=O)Nc3cccc(C)n3)c3ccccc3C(=O)N2C)cc1 (centres undefined)	4	13	2	-2.1	-2.0	-1	-14	-3	2
Cc1ccc(C(=O)C2=C(O)C(=O)N(Cc3cccnc3)C2c2cccc(Oc3ccccc3)c2)o1 (centres undefined)	4	-14	1	-1.6	-6.2	.	45*	-4	-2
CCn1cc(CN2CCC(n3nccc3NC(=O)CCOc3ccccc3)CC2)c(C)n1	8	6	-10	-2.2	-3.4	5	4	-5	1
CCn1c(-c2cccn(Cc3ccc(Cl)cc3Cl)c2=O)n[nH]c1=S	5	5	2	-1.9	-4.3	2	14	9	-11
Cc1ccc(-c2csc(NC(=O)COc3ccc(N(C)S(=O)(=O)c4ccc(C)cc4)cc3)n2)cc1	1	-4	-3	-0.4	-2.5	0	6	-4	-1
CCN(CC(=O)Nc1ccc(NC(C)=O)cc1)C(=O)/C=C/c1ccc([N+](=O)[O-])cc1	3	1	-2	.	.	4	.	.	.
O=C(Cc1cccc(NC(=O)C2CCN(C(=O)C3CC3)CC2)c1)Nc1cccc(C(=O)N2CCCC2)c1	1	3	9	.	.	-1	.	.	.
O=C(CCCNC(=O)c1ccc(Cl)cc1)NCc1ccccc1Cl	1	-1	-6	-0.9	-3.1	5	-4	18	-2
Cc1nc2ncnn2c(C)c1CCC(=O)NC(C)CCc1ccco1 (centres undefined)	-1	24	-3	-1.2	-1.1	3	-2	7	-10
COc1ccc(NC(=O)CSc2nc3ccccc3c3nc4ccccc4n23)cc1	2	36	1	-1.6	-2.6	0	-2	11	-5
CCn1cc(C(=O)NCC(=O)NCCCN2CCOCC2)c(=O)c2cc3c(cc21)OCO3	2	2	-10	1.0	-5.9	-3	3	-1	7
O=C(CSc1nnc(-c2ccncc2)o1)Nc1cccc(Cl)c1	-2	-7	-5	.	.	5	.	.	.
COc1cccc(NC(=S)N2CCN(Cc3ccccc3)CC2)c1	-2	0	-4	-1.9	-1.9	-1	-14	12	-4

Only CRFR2-BP antag, NS3 helicase inh and SUMO HTRF inh, for some of the entries so far:
SMILES	CRFR2-BP antag	NS3 helicase inh	SUMO HTRF inh
CCN(CC(=O)Nc1ccc(NC(C)=O)cc1)C(=O)/C=C/c1ccc([N+](=O)[O-])cc1	1	.	.
CCn1c(-c2cccn(Cc3ccc(Cl)cc3Cl)c2=O)n[nH]c1=S	5	14	9
Cc1ccc(-c2csc(NC(=O)COc3ccc(N(C)S(=O)(=O)c4ccc(C)cc4)cc3)n2)cc1	-4	6	-4

(next part)
SMILES	IDE inh	CRFR2-BP antag	GalR3 antag	VIM-2 inhibitor	IMP-1 inhibitor	IDE act	NS3 helicase inh	SUMO HTRF inh	p-CIP stab down
Cc1cc(C)nc(NC(=O)c2ccc(OC(C)C)cc2)n1	10	3	1	0.2	-0.9	8	10	10	-7
Cc1ccc(S(=O)(=O)CCC(=O)NCCC2=CCCCC2)cc1	-2	0	1	.	.	3	.	.	.
COCCCNC(=O)c1c(N)n(/N=C/c2cccnc2)c2nc3ccccc3nc12	1	15	0	3.2	-3.8	3	-5	-2	7
O=C(OC(C(=O)NCc1ccc2c(c1)OCO2)c1ccncc1)c1ccc(Cl)nc1 (centres undefined)	2	16	-6	0.1	-2.8	6	2	10	1
CCCCNC(=O)CSc1nnc(Cc2ccc(Cl)c(Cl)c2)c(=O)[nH]1	-7	1	-7	-4.0	-2.7	3	8	14	-2
CCOc1cc(/C=C2/C(=N)N3OC(C)=CC3=NC2=O)ccc1OCCOc1ccccc1	0	-76	2	-2.9	-2.5	4	-1	16	-6
NC(=O)c1oc2ccccc2c1NC(=O)c1ccco1	-1	-3	-2	-1.7	-2.6	-3	-5	5	-6
CCN1CCN(C(=O)c2ccc(OCC(=O)Nc3ccc(F)cc3)c(OC)c2)CC1	7	-5	-7	2.7	-0.5	-2	-7	0	6
Cc1cc(C)c(C#N)c(SCc2nnc(-c3ccccc3[N+](=O)[O-])o2)n1	0	-25	9	-1.2	-4.4	-4	8	16	-7
COc1cc(C(=O)Oc2ccccc2/C=N/NC(=O)c2ccc(Cl)cc2)cc(OC)c1OC	-5	7	0	-5.4	-2.4	-4	-2	-5	-6
CC(NC(=O)c1ccco1)c1nc(-c2ccccc2)no1 (centres undefined)	2	11	-10	-0.4	-2.3	0	1	10	-11
O=C(Nc1ccccc1Cl)c1ccccc1S(=O)(=O)c1ccccc1[N+](=O)[O-]	-1	-21	1	-4.3	-4.0	5	21	2	2
CC1(C)CC(=O)CC(C)(C)N1OC(=O)c1ccccn1	-1	-12	-1	-4.3	-4.2	-3	2	6	8
Cc1ccc(Cc2cnc(NC(=O)c3cccs3)s2)cc1	1	-4	-6	-1.7	-3.7	0	-33	-9	-10
COc1ccc(S(=O)(=O)N2CCc3ccccc32)cc1C(=O)O	4	6	-1	-2.3	-3.6	-2	1	7	-17
COc1cc(C)nc(N(C)C(C)=O)n1	10	10	7	0.3	-2.7	6	-3	5	-3
Cc1ccc(C(=O)NC2CCN(CC(=O)NC3CCC(C)CC3)CC2)cc1 (centres undefined)	0	-8	-10	-0.5	-3.2	0	6	-9	-1
O=C1NC(=Nc2cccc([N+](=O)[O-])c2)SC1(CO)CO	-2	5	-7	-1.6	-1.7	8	-16	20	-11
COc1cccc(-c2nc(CS(=O)(=O)CC(=O)NCCC(C)C)c(C)o2)c1	-1	3	.	-6.1	-3.6	-7	6	4	0
COCCNC(=O)C(c1ccccc1)N(CCOC)C(=O)Cn1nnc2ccccc21 (centres undefined)	.	11	0	1.4	-0.2	4	1	18	0
C=CCc1c(C)nc2c(OC)cccc2c1Cl	-5	-7	-2	-1.8	-3.8	-2	-9	12	-3
COCCn1c(SCc2ccc(OC)c(F)c2)nc2ccccc2c1=O	9	14	-4	-4.9	-2.7	2	3	-15	-6
Cc1ccc(S(=O)(=O)N2CCN(C(=O)CC3CCCC3)CC2)cc1	4	16	-2	3.4	4.5*	-2	2	3	7
CCOC(=O)C1=C(c2ccccc2)N(C)C(=O)NC1c1ccc(OC(F)F)c(OC)c1 (centres undefined)	-1	-12	0	-1.6	-1.7	0	-6	14	-13
CCc1ccc2nc(N(CCCN(C)C)C(=O)c3ccc(S(=O)(=O)N4CCCc5ccccc54)cc3)sc2c1	-2	-79	-1	0.4	-1.4	2	-47	3	7
CC(Oc1ccc(F)cc1)C(=O)Nc1cc(S(=O)(=O)N2CCCCC2)ccc1N1CCOCC1 (centres undefined)	6	-14	-1	.	.	5	.	.	.
COc1ccc(/C=N/OCC(=O)Nc2ccc3c(c2)OCO3)c(OC)c1	6	-1	-2	-0.2	-4.4	5	-5	1	-4
CC1CCC/C(=C\Nc2ccc(O)cc2)C1=O (centres undefined)	1	-28	3	-2.2	-2.9	-2	12	47	-13

Assay outcomes (PubChem BioAssay)
